C2C12 statin = protects C2C12 myotubes from simvastatin toxicity. ATP luminescence, 48 h; scaled: DMSO 0, geranylgeraniol control 100. rescue of ATP level, % at 7.49 µM. hit rate 0.78% among 330,000. AID 602340;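 active = mean ATP rescue above about 67%, or every replicate alone reaching that limit, limit read from the data, passing the limit was not always enough; inconclusive = no clear call, values can overlap the other calls; inactive = mean under the limit and some replicate under it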;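 also: myotubes were challenged with 10 µM simvastatin during compound exposure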
PAX8 inh HTS = PAX8 transcriptional activity inhibition; RMG-I TPO-luciferase reporter, SteadyGlo, 24 h; inhibition, % at 12.6 µM; hit rate 1.2% among 360,000; AID 652154;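 active = mean replicate inhibition at least 60% with every replicate also reaching 60%; inconclusive = only one of the two criteria is met; inactive = mean below 60% and not all replicates reaching 60%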;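 also: luciferase light reporting Pax8 driven TPO promoter activity; plate controls were median of neutral control wells for no effect and mitoxantrone controls for full effect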
PglD DTNB = blocks C. jejuni PglD acetyltransferase activity | inhibition, % at 12.5 µM | purified PglD enzyme, DTNB colorimetric CoA detection | hit rate 0.098% among 360,000; in the data active = inhibition above about 16%, passing the limit was not always enough; inconclusive = no clear call, values can overlap the other calls; also: strong numbers were not always called active
PGC1a acetyl inh = PGC1a acetylation modulation, inhibitor mode. hit rate 0.17% among 350,000. U2OS PGC1a acetylation, AlphaScreen anti-acetyl-lysine; with virally co-expressed GCN5 acetyltransferase. inhibition, % at 15.6 µM;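 active = every replicate shows inhibition of at least 40%; inconclusive = mean inhibition at least 40% but some replicate below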;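 also: 0% = neutral control wells and 100% = positive control wells; some results beyond the cut were filed as inactive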
Cneo AK release = causes C. neoformans cell lysis; lysis activity, % at 15 µM; adenylate kinase release luminescence, 4 h; normalised: neutral wells 0, clomiphene wells 100; hit rate 0.2% among 360,000;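 active = mean lysis activity across replicates of at least 80%, whatever share of replicates individually reach that level; inactive = mean lysis activity below 80%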
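Material: C. neoformans cells; Schedule: 4 h static compound exposure, 37 °C, read 1 h post-reagent; Measured by: adenylate kinase release luminescence; Read-out: signal increase indicating cell lysis; Controls: Clomiphene as positive lysis control.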
ARNT-TACC3 inh = ARNT/TACC3 interaction disruption; AlphaScreen His-ARNT PAS-B/GST-TACC3 binding, luminescence; TACC3 fragment carries E629A point mutation; hit rate 0.66% among 390,000; inhibition, % at 9.99 µM; AID 623870; Q9Y6A5;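 active = mean inhibition of replicates at least 50% and at least half of replicates each reaching 50%; inconclusive = half or more replicates reach 50% but mean below 50%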;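 also: 0% = complete ARNT plus TACC3 wells and 100% = ARNT alone without TACC3; many hits fall short of the cut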
INS-1E GSIS act = GLuc luminescence reporter in INS-1E cells, primary screen for activators of glucose-dependent secretion of insulin; INS-1E GLuc reporter insulin secretion, 2-3 h; activation, % at 16.6 µM; hit rate 0.61% among 370,000; AID 743287;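 active = lowest replicate activation of at least 40%, so every replicate reaches that level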;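 also: 0% = median of neutral control wells and 100% = median of IBMX positive control wells; some compounds called inactive have numbers as strong as hits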
LGR2 inh = Drosophila LGR2 receptor signaling inhibition. hit rate 0.35% among 380,000. HEK293 LGR2, CRE-luciferase, bursicon-stimulated, 4 h. inhibition, % at 9.99 µM. AID 720647;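 active = drop in luminescence signal, shown as inhibition above about 50% in the replicate tests, limit read from the data, passing the limit was not always enough; inconclusive = probably only some replicates passing the limit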;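 also: agonist challenge used bursicon conditioned medium at about half maximal strength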
Active calls of the source: *; ? = inconclusive; nt = not tested or not shown; & = joins results of further samples.

SMILES	C2C12 statin	PAX8 inh HTS	PglD DTNB	PGC1a acetyl inh	Cneo AK release	ARNT-TACC3 inh	INS-1E GSIS act	LGR2 inh
O=C(Nc1oc2ccccc2c(=O)c1-c1ccc(Cl)cc1)c1ccco1	0	-10	2	0	1	5	7	13
O=C(Nc1ccn(CCCNCc2cccc3ccccc23)c(=O)n1)OCc1ccccc1	2	-13	1	2	4	nt	-3	1
O=C1c2cccc(OCC(=O)N3CCCc4ccccc43)c2CCN1Cc1ccccc1	nt	1	nt	nt	nt	-1	-42	13
O=C(c1ccccc1F)N1CC(=O)N2[C@H](CO)[C@@H](c3ccc(-c4ccccc4)cc3)[C@H]2C1	nt	18	nt	-8	nt	nt	-13	-3
CCOc1ccc(-c2nc[nH]c2[N+](=O)[O-])cc1	nt	-14	nt	18	nt	-1	14	1
Cc1oc(-c2ccccc2Cl)nc1CS(=O)(=O)CC(=O)NCCN1CCOCC1	3	28	5	nt	0	-6	-5	-2
C/C(=N/NC(=O)CNC(=O)COc1cccc(C)c1)c1ccco1	nt	-4	nt	nt	nt	27	-8	-7
O=C(OCCCOC(=O)c1ccc(O)cc1)c1ccc(O)cc1	1	15	0	7	-6	3	1	4
COc1ccc(C2CC(c3ccccc3)=NN2C(=O)c2ccc(Cl)c([N+](=O)[O-])c2)cc1 (configuration not stated)	16	9	nt	nt	nt	0	-19	7
NS(=O)(=O)c1ccc(CCNC(=O)COC(=O)C2CCCN2C(=O)c2cccs2)cc1 (configuration not stated)	-4	nt	-1	10	4	2	nt	nt
COCCNC(=O)C1CC(c2cccc(F)c2)=NO1 (configuration not stated)	5	-8	1	2	0	-5	-1	7
CCC(=O)Nc1ccc(C(=O)n2ccc(C)n2)cc1	nt	nt	12	12	1	-1	-3	10
CC(C)CC(N)c1csc(NC(=O)Nc2ccccc2-c2ccccc2)n1 (configuration not stated)	-41	25	3	nt	1	nt	15	10
CN(c1ccc(F)cc1)S(=O)(=O)c1ccc(Cl)c(C(=O)Nc2ccncc2)c1	-16	0	nt	nt	nt	-7	21	11
CN(Cc1nc2ccccc2n1C)S(=O)(=O)c1ccc(F)cc1	nt	nt	2	9	1	-7	nt	nt
COc1cccc(/C=N\NC(=O)c2ccc(Cn3cc(Br)c([N+](=O)[O-])n3)o2)c1O	nt	15	nt	8	nt	9	0	-18
Cc1cc(C)n(-c2ccc(C(=O)Nc3nnc(C)s3)cc2)n1	nt	nt	nt	-3	nt	-6	5	-3
COc1cc(CN2C[C@@H](CO)O[C@@H](n3cnc4c(N(C)C(C)C)ncnc43)C2)cc(OC)c1OC	1	-5	-4	9	-1	nt	3	9
CCCOc1ccc(-c2cc(C(=O)NCC3CCCO3)c3ccccc3n2)cc1 (configuration not stated)	nt	-25	-7	nt	-9	-4	-8	-28
O=c1[nH]c2cc(Cl)c(Br)cc2o1	-1	-8	3	0	-2	22	nt	12

Reprinted at random: two records from the list.
SMILES	C2C12 statin	PAX8 inh HTS	PglD DTNB	PGC1a acetyl inh	Cneo AK release	ARNT-TACC3 inh	INS-1E GSIS act	LGR2 inh
NS(=O)(=O)c1ccc(CCNC(=O)COC(=O)C2CCCN2C(=O)c2cccs2)cc1 (configuration not stated)	-4	nt	-1	10	4	2	nt	nt
COc1cc(CN2C[C@@H](CO)O[C@@H](n3cnc4c(N(C)C(C)C)ncnc43)C2)cc(OC)c1OC	1	-5	-4	9	-1	nt	3	9

Next part.
SMILES	C2C12 statin	PAX8 inh HTS	PglD DTNB	PGC1a acetyl inh	Cneo AK release	ARNT-TACC3 inh	INS-1E GSIS act	LGR2 inh
COc1ccc(C(=O)C2CCCN(C(=O)c3ccc(F)cc3)C2)cc1OC (configuration not stated)	-1	nt	6	nt	3	4	39	-25
Cc1cc(C)c(C(=O)N2CCCC(Nc3ccc(C)c(C)c3)C2)o1 (configuration not stated)	-5	-7	4	-6	0	10	40	-1
CCC(=O)N(C)C[C@@H]1Oc2cc(C#CC3CCCCC3)ccc2S(=O)(=O)N([C@@H](C)CO)C[C@@H]1C	-30	35	1	-10	6	3	-8	11
CC(=O)NC(c1cccc(F)c1)c1nc(-c2ccc3ccccc3c2)cs1 (configuration not stated)	11	-6	-2	nt	-16	nt	-15	-2
CCOc1ccc(NC(=O)C2CCCN2S(=O)(=O)c2ccc(OCC)cc2)cc1 (configuration not stated)	-7	11	0	nt	9	-5	-49	-24
CC(=O)c1ccc(OC(=O)COc2ccccc2Cl)cc1	4	0	-2	3	-1	0	-6	0
CN(c1ccc(OCC(=O)OCC(=O)NCc2ccco2)cc1)S(=O)(=O)c1ccc2ccccc2c1	1	12	nt	13	-2	5	2	14
CC(OC(=O)CNS(=O)(=O)/C=C/c1ccccc1)C(=O)Nc1ccc(S(=O)(=O)N2CCCC2)cc1 (configuration not stated)	-3	7	nt	nt	nt	-9	-11	-10
CC(C)CNC(=O)/C=C/C=C/c1ccc2c(c1)OCO2	10	nt	-4	-9	-1	-8	1	-53
Cc1ccccc1-c1noc(CCC(=O)NCc2ccco2)n1	0	7	-2	-2	1	-6	-15	6
C[C@H](NC(=O)c1ccco1)C(=O)N1CCCC1	0	-3	nt	nt	nt	-7	8	18
CCOc1ccc(NC(=O)CC2C(=O)N(c3ccccc3)C(=O)N2Cc2ccco2)cc1 (configuration not stated)	-3	-19	-156	-2	-1	3	-16	24
N=C1C(c2ccccc2)=C(O)CN1CCO	nt	-16	nt	nt	nt	24	-1	-4
Cc1ccc(C)c(C(=O)NC(C)CCc2ccccc2)c1 (configuration not stated)	nt	-4	nt	nt	nt	0	-5	-2
COc1ccc(C(=O)N/N=C(/C)c2cccc(NC(=O)c3ccccc3F)c2)cc1	nt	-27	-1	?	-2	-5	14	-33
O=C(NCc1ccc(F)cc1)Nc1nnc([C@@H]2C[C@H](O)[C@@H](CO)O2)s1	5	-7	-1	nt	1	nt	-5	11
CSc1nnc(-c2cccs2)n1-c1ccccc1	7	nt	-5	-30	10	-1	2	0
CCCn1nc(NS(=O)(=O)c2ccccc2[N+](=O)[O-])c2cc3ccccc3nc21	7	13	-2	-13	-4	4	16	-22
N#CCCN1CCN(C(=S)c2ccc(-c3cc(Cl)ccc3Cl)o2)CC1	27	nt	0	-9	3	-14	nt	nt
C[C@@H]1CN([C@H](C)CO)C(=O)Cc2cc(NC(=O)Cc3cn(C)c4ccccc34)ccc2O[C@H]1CN(C)C(=O)Nc1ccc(F)cc1	-12	nt	nt	-1	nt	nt	-2	-3
COc1ccc(NC(=O)COC(=O)c2cccc(S(=O)(=O)N(C)C)c2)cc1	0	8	-1	nt	2	10	-1	7
CN(CC(=O)N1CCCCC1)S(=O)(=O)c1ccc(Cl)cc1	nt	8	nt	0	nt	-1	-1	0
CC(OC(=O)CNS(=O)(=O)c1ccc(C#N)cc1)C(=O)Nc1cccc(C#N)c1 (configuration not stated)	-8	-3	-2	nt	-2	0	22	-8
CCN(CC)C(=O)COc1ccc(N(C)S(=O)(=O)c2ccc(NC(C)=O)cc2)cc1	-5	7	4	-4	1	-6	-16	18
Cc1nc(SCC(=O)NC2CCCCC2C)c(C#N)c(C)c1C (configuration not stated)	5	-4	1	-5	5	-1	nt	1
OC[C@H]1[C@@H](c2ccc(-c3ccc(F)cc3)cc2)[C@H]2CN(Cc3cccnc3)CCCCN21	-2	5	8	-1	1	12	15	-12
Cc1cccc(S(=O)(=O)N2CC[C@@H]3[C@@H](CO)Nc4ccc(C#Cc5ccc(F)cc5)cc4[C@@H]32)c1	11	-9	0	-19	52	-1	6	-5
Cc1noc(C)c1NC(=O)Nc1ccc2c(c1)C(=O)N([C@@H](C)CO)C[C@H](C)[C@@H](CN(C)Cc1ccc(-c3ccccc3)cc1)O2	-4	4	6	-2	2	-3	19	12
C#CCOc1c(/C=C\c2nc(O)c([N+](=O)[O-])c(=O)[nH]2)cc(Br)cc1OC	-1	-45	-6	-3	0	9	-5	-3
Cc1c(NC(=O)CSc2nnc(N)s2)c(=O)n(-c2ccccc2)n1C	1	9	3	8	0	-1	17	-17
CC(C)C(=O)NNC(=O)c1ccccn1	nt	-15	nt	nt	nt	51*	11	16
COc1ccc(-c2nc(SC)n(C(=O)c3ccco3)n2)cc1	nt	nt	2	5	-2	-4	2	-23
CCSc1nnc(NC(=O)c2cc3c(s2)CCCC3)s1	2	nt	0	12	-2	6	nt	nt
COc1ccccc1-c1cnc(C(O)c2cc(C)ccc2C)[nH]1 (configuration not stated)	3	5	1	-18	0	nt	nt	1
C=CCNC(=O)[C@H]1[C@@H]2C(=O)O[C@@H](c3ccccc3)[C@@H](c3ccccc3)N2[C@@H](c2ccc(O)cc2)[C@]12C(=O)Nc1ccc(C#CC3=CCCCC3)cc12	nt	-10	5	11	7	21	nt	nt
COc1ccccc1Cc1noc(-c2cc(Cl)ccc2OC)n1	1	nt	1	-11	-4	-24	-9	nt
C[C@@H]1CN([C@H](C)CO)C(=O)c2cc(NC(=O)c3ccncc3)ccc2O[C@@H]1CN(C)S(=O)(=O)c1ccccc1	-38	-21	8	1	37	24	-10	-5
C[C@@H]1CC=C[C@H]2[C@H]1C(=O)N(Cc1ccccc1)[C@H]2c1ccc(-c2ccoc2)cc1F	25	-34	1	nt	1	-11	-6	20
O=C(CCCc1ccccc1)NCCc1ccccc1	3	-60	5	8	0	-5	-3	-31
NNC(=O)CSc1cccc2cccnc12	nt	6	nt	nt	nt	48*	29	14
Cc1[nH]c2ccccc2c1C(=O)CSc1nc2cc(S(=O)(=O)N3CCCCC3)ccc2o1	nt	22	2	nt	1	21	nt	nt
COc1ccccc1CNC(=O)C1CCCC1	6	-10	1	-5	0	9	-3	1
Cc1oc(-c2ccccc2F)nc1CS(=O)(=O)CC(=O)NCCCN1CC(C)CC(C)C1 (configuration not stated)	-3	-17	-3	-5	4	3	-12	4
O=C(CSc1ccc(-c2cccnc2)nn1)Nc1ccc(F)cc1	9	4	7	nt	-3	nt	12	5
CCCCOCCCNC(=O)c1ccccc1OCC	8	nt	1	-11	-1	-7	24	1
CC(C)(C)NCCOc1ccc(Br)cc1	1	nt	3	nt	4	1	-3	6
O=C(Nc1ccc(F)cc1)N1CCCCN2[C@H](CO)[C@H](c3ccc(-c4cccc(F)c4)cc3)[C@H]2C1	-44	33	3	-6	3	6	-21	2
Cc1ccccc1OCC(O)Cn1c(SC(C)C)nc2c1c(=O)[nH]c(=O)n2C (configuration not stated)	9	21	1	-26	1	-5	nt	nt
COc1ccccc1-c1cccc(-c2nc(C(=O)Nc3nccs3)cc3c2[C@H](CCO)N(C(C)=O)C3)c1	nt	15	nt	7	nt	nt	-5&4	-20&-8
O=C(NCCc1ccccc1)C1CCCN1S(=O)(=O)c1ccc(Cl)cc1 (configuration not stated)	3	-10	-4	3	2	0	-1	3
O=C(NC1(C(F)(F)F)NC(=O)N(CC2CCCCC2)C1=O)c1ccco1 (configuration not stated)	13	nt	nt	-12	nt	-2	-12	19
O=C(Cc1ccc(Cl)cc1)OCC(=O)N1CCCCCC1	-3	5	-1	nt	0	-4	-7	-14
O=CN1CCN(c2c([N+](=O)[O-])c(=O)oc3ccccc23)CC1	7	5	-3	-1	7	8	1	7
O=C(COC(=O)c1n[nH]c2ccccc12)NC1CCCCC1	1	7	5	5	-1	-9	nt	-35
CC(=O)N1CCC(N(CCN2CCOCC2)C(=S)Nc2ccc(C)cc2)CC1	4	5	-2	1	1	2	2	-10
CCN(CC(=O)Nc1cccc(OC)c1)C(=O)C1CCN(C(=O)Nc2ccccc2)CC1	nt	-15	0	nt	0	-11	-4	nt
CC(C(=O)NCC1CCCCC1)N1CCN(S(=O)(=O)c2ccccc2F)CC1 (configuration not stated)	1	-4	10	2	0	2	-13	7

Compound activity (PubChem)
